Screens deposited in PubChem by Fisher Drug Discovery Resource Center.
hcGAS lum – blocks human cGAS activity; Q8N884; recombinant h-cGAS, ATP depletion, Kinase-Glo luminescence; inhibition, % at 12.5 µM; actives 0.081% (n = 290,000);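 note: 0% = vehicle reaction and 100% = reaction without DNA for no activity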
Target sequence (Q8N884 whole entry, looked up): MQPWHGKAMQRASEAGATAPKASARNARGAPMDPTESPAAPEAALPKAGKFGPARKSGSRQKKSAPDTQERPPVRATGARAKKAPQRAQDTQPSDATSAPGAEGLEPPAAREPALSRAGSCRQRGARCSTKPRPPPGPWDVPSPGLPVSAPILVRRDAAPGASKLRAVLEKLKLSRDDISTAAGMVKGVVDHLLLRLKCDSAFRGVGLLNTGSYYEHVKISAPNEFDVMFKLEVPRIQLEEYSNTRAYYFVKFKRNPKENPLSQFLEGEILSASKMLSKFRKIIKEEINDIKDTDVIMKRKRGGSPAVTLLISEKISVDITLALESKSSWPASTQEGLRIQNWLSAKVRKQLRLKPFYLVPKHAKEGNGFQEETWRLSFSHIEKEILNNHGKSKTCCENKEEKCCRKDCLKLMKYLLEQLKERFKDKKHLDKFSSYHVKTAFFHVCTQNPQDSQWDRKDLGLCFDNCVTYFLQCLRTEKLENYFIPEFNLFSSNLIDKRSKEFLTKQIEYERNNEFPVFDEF
NPYLR7 ag – activates Aedes aegypti NPYLR7 receptor; HEK293T NPYLR7/Galpha15, GCaMP6s calcium fluorescence; activation, % at 10 µM; actives 0.15% (n = 270,000); in the data active = activation above about 40%;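 note: 0% = vehicle and 100% = reference agonist at the receptor; some compounds past the cut are filed as inactive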
mcGAS inh – inhibitors of mouse cGAS; recombinant cGAS, Kinase-Glo ATP depletion luminescence; inhibition, % at 12.5 µM; actives 0.15% (n = 160,000); AID 1259399;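 note: 0% = negative control wells and 100% = reference inhibitor with no enzyme activity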
* = called active by the depositor; & = joins results of further samples. Cut-off read from the data, not from the text of the source, unless noted: active = inhibition above about 40%; inactive = the rest.

Screening COc1ccc(CN(CC(O)COc2ccccc2C)CC2CCCO2)cc1 (stereo not given) returned hcGAS lum -3, NPYLR7 ag -4 and mcGAS inh -3.
`O=C(CCCN1C(=O)C2C3C=CC(C3)C2C1=O)Nc1nccs1` (stereo not given) gave hcGAS lum -1 and NPYLR7 ag 0.
`O=C1C2CCCN2C(=S)N1c1ccc(Cl)cc1` (stereo not given) gave hcGAS lum -8, NPYLR7 ag 2 and mcGAS inh -9.
`C#CCOCC(O)CN(Cc1ccccc1)Cc1c(-c2ccccc2)nn(C)c1Oc1ccc(C)cc1` (stereo not given) gave hcGAS lum -3, NPYLR7 ag -9 and mcGAS inh -4.
O=C(c1cncc(Br)c1)N1CCN(c2nc3nccc(-c4cccc(C(F)(F)F)c4)n3n2)CC1 was read as hcGAS lum -2, NPYLR7 ag 4 and mcGAS inh -4.
For CCCc1cc(C(=O)N2CCC(Cc3nn(C)c(=O)n3CC)CC2)ccn1 the results were hcGAS lum 0, NPYLR7 ag 15 and mcGAS inh -11.
`O=C(CC1CCCC1)NC12CC3CC(CC(C3)C1)C2` gave hcGAS lum -8 and NPYLR7 ag 0.
`COCCN(CC(=O)Nc1cc(C)nn1C)C(=O)OC(C)(C)C` gave hcGAS lum -14 and NPYLR7 ag 2.
Screening CC(C)CC(=O)NC(C(=O)NCc1ccc(F)cc1)C1CCN(C(=O)c2cccc(F)c2)CC1 (stereo not given) returned hcGAS lum -3, NPYLR7 ag 4 and mcGAS inh -4.
For CCOc1ccccc1C(=O)N1CCc2cc(OC)c(OC)cc2C1c1ccc(OC)c(OC)c1 (stereo not given) the results were hcGAS lum -5, NPYLR7 ag 19 and mcGAS inh -6.
`C#CCOCC(O)CN(Cc1ccc(F)cc1F)CC1CC(c2ccc(OC)cc2)=NO1` (stereo not given) gave hcGAS lum -2, NPYLR7 ag -4 and mcGAS inh -5.
For CCN(Cc1nccn1C)C(=O)CC1C(=O)NCCN1Cc1ccc(C)o1 (stereo not given) the results were hcGAS lum -1, NPYLR7 ag 0 and mcGAS inh -15.
For c1ccc(OCc2noc(CN3CCN(c4ccccn4)CC3)n2)cc1 the results were hcGAS lum -8&0, NPYLR7 ag 13&2 and mcGAS inh -5.
For CC1(c2ccc(Br)cc2)NC(=O)N(CN2CCN(c3ccccn3)CC2)C1=O (stereo not given) the results were hcGAS lum 8 and NPYLR7 ag 7.
Screening Cc1ccc(NC(=O)C(C)NC(=O)C(=O)c2ccco2)c(F)c1 (stereo not given) returned hcGAS lum -3 and NPYLR7 ag 9.
`COC(=O)c1ccc([N+](=O)[O-])s1` gave hcGAS lum -7 and NPYLR7 ag -16.
`CCOC(=O)c1c(NC(=O)C(=O)c2c[nH]c3ccccc23)c(-c2cccc(F)c2)cn1C` gave hcGAS lum -2, NPYLR7 ag 26 and mcGAS inh -5.
`CSc1cccc(CN2CCC(CCC(=O)Nc3ccccc3)CC2)c1` gave hcGAS lum -6 and NPYLR7 ag 5.
O=C(CCCn1cnc2ccccc2c1=O)Nc1ccc(Cl)c2ncccc12 was read as hcGAS lum 4 and NPYLR7 ag 1.
Screening Cn1c(N2CCN(C(=O)CC3CCCC3)CC2)cc(=O)n(C)c1=O returned hcGAS lum -8 and mcGAS inh -5.
Screening COCc1cc(N2CCN(c3ccc(OC)cc3)CC2)nc(SCc2ccc(C(=O)NCc3ccccn3)cc2)n1 returned hcGAS lum -10, NPYLR7 ag 12 and mcGAS inh -5.
For Cc1cc(C)n(-c2ccc(N3CCN(C(=O)CCc4ccccc4)CC3)nn2)n1 the results were hcGAS lum -8, NPYLR7 ag -5 and mcGAS inh -8.
For CCCS(=O)(=O)NCc1ccc2c(c1)cc(C)n2C the results were hcGAS lum 5 and NPYLR7 ag -1.
Screening Cc1ccccc1NCN1C(=O)c2ccccc2C1=O returned hcGAS lum -2 and NPYLR7 ag 5.
Screening S=C(NNC(=S)Nc1ccc(Cl)c(Cl)c1)Nc1cccnc1 returned hcGAS lum -3 and NPYLR7 ag -12.
Screening N#CCSc1ccc2nnc(CCNS(=O)(=O)c3ccccc3)n2n1 returned hcGAS lum -5, NPYLR7 ag 6 and mcGAS inh -7.
`CN(Cc1ccc(-n2cccn2)cc1)Cc1cccc2nccnc12` gave hcGAS lum 0 and NPYLR7 ag -3.
CC(=O)N1CCN(C(=O)CSc2nc(Cl)cc(N3CCN(C(=O)NC(C)C)C(C)C3)n2)CC1 (stereo not given) was read as hcGAS lum -4, NPYLR7 ag 21 and mcGAS inh -5.
Nc1ccccc1NC(=O)c1cc(=O)c2cc(Br)ccc2o1 was read as hcGAS lum 5 and NPYLR7 ag 6.
`COc1ccc(OC)c(CN2CCCn3cccc3C2c2ccc(F)cc2F)c1` (stereo not given) gave hcGAS lum -6, NPYLR7 ag 29 and mcGAS inh -4.
Cc1ccc(N(C)S(=O)(=O)c2c(-c3ccccc3)csc2C(=O)O)cc1 was read as hcGAS lum 0, NPYLR7 ag -16 and mcGAS inh -3.
For Cc1cc(NC(=O)c2ccc(F)cc2Cl)sc1C(=O)OC1CC(C)OC1=O (stereo not given) the results were hcGAS lum -6, NPYLR7 ag -2 and mcGAS inh -10.
For CCc1ccc(CN(C)C(=O)c2c(O)cccc2O)nc1 the results were hcGAS lum -6, NPYLR7 ag -1 and mcGAS inh -11.
For CCOC(=O)C1(Cc2cccc(Cl)c2)CCCN(C)C1 (stereo not given) the results were hcGAS lum -6, NPYLR7 ag 1 and mcGAS inh -2.
`COc1ccc(-n2ccnc2CN2CCC(CNC(C)=O)C2)cc1` (stereo not given) gave hcGAS lum -8 and NPYLR7 ag 6.
For CCc1nnc(CNC(=O)C2COc3c(cccc3OC)C2)s1 (stereo not given) the results were hcGAS lum -1 and NPYLR7 ag 9.

A portion taken from the entries so far, as a working copy:
Screening S=C(NNC(=S)Nc1ccc(Cl)c(Cl)c1)Nc1cccnc1 returned hcGAS lum -3 and NPYLR7 ag -12.
Screening N#CCSc1ccc2nnc(CCNS(=O)(=O)c3ccccc3)n2n1 returned hcGAS lum -5, NPYLR7 ag 6 and mcGAS inh -7.
`CN(Cc1ccc(-n2cccn2)cc1)Cc1cccc2nccnc12` gave hcGAS lum 0 and NPYLR7 ag -3.
CC(=O)N1CCN(C(=O)CSc2nc(Cl)cc(N3CCN(C(=O)NC(C)C)C(C)C3)n2)CC1 (stereo not given) was read as hcGAS lum -4, NPYLR7 ag 21 and mcGAS inh -5.
Nc1ccccc1NC(=O)c1cc(=O)c2cc(Br)ccc2o1 was read as hcGAS lum 5 and NPYLR7 ag 6.
`COc1ccc(OC)c(CN2CCCn3cccc3C2c2ccc(F)cc2F)c1` (stereo not given) gave hcGAS lum -6, NPYLR7 ag 29 and mcGAS inh -4.
Cc1ccc(N(C)S(=O)(=O)c2c(-c3ccccc3)csc2C(=O)O)cc1 was read as hcGAS lum 0, NPYLR7 ag -16 and mcGAS inh -3.
For Cc1cc(NC(=O)c2ccc(F)cc2Cl)sc1C(=O)OC1CC(C)OC1=O (stereo not given) the results were hcGAS lum -6, NPYLR7 ag -2 and mcGAS inh -10.
For CCc1ccc(CN(C)C(=O)c2c(O)cccc2O)nc1 the results were hcGAS lum -6, NPYLR7 ag -1 and mcGAS inh -11.

Later entries:
Screening Cc1cccc(NP(=O)(Nc2cccc(C)c2)Nc2cccc(C)c2)c1 returned hcGAS lum -3, NPYLR7 ag -7 and mcGAS inh -5.
Screening O=C(CN1CCCC1)N1CCC2(CC1)CC(c1ccccc1)CN(C1CC1)C2 (stereo not given) returned hcGAS lum -6 and mcGAS inh -1.
For COc1cc(OC)cc(C(=O)N2CCC(C(=O)NCCNC(=O)c3ccccc3)CC2)c1 the results were hcGAS lum 5 and mcGAS inh 0.
Cc1cccc(C2c3[nH]c4ccccc4c3CCN2C(=O)c2cccc(F)c2F)n1 (stereo not given) was read as hcGAS lum -8, NPYLR7 ag 9 and mcGAS inh -16.
`c1ccc(-c2nnc(CSc3nc4ccccc4c4nc5ccccc5n34)o2)cc1` gave hcGAS lum -12, NPYLR7 ag 1 and mcGAS inh -7.
Screening CCN1CCN(Cc2cc3oc(C)c(-c4ccccc4)c3cc2OC)CC1 returned hcGAS lum -4, NPYLR7 ag -6 and mcGAS inh -6.
For CC(C)N(Cc1c(-c2ccc(F)cc2)noc1N1CCN(C)CC1)C(=O)c1cccc(C(F)(F)F)c1 the results were hcGAS lum -8, NPYLR7 ag 7 and mcGAS inh -8.
`O=C(Cn1cnc([N+](=O)[O-])n1)Nc1cc(Oc2ccccc2)cc([N+](=O)[O-])c1` gave hcGAS lum 3, NPYLR7 ag -31 and mcGAS inh -1.
`COCCN(CC(=O)N(CCc1ccc(OC)c(OC)c1)Cc1ccc(C)o1)C(=O)c1ccc(Cl)cc1` gave hcGAS lum -2, NPYLR7 ag 4 and mcGAS inh -3.
For Cc1ccc(Cn2c(=O)c3c(nc4n3CCCN4Cc3ccccc3)n(C)c2=O)cc1 the results were hcGAS lum -3 and NPYLR7 ag 1.
Screening CCn1c(SCC(=O)N/N=C\c2ccccc2OCC(=O)O)nc2ccccc21 returned hcGAS lum 1, NPYLR7 ag 4 and mcGAS inh 1.
`OC[C@H]1O[C@@H](O[C@H]2[C@H](O)[C@@H](O)[C@@H](O)O[C@@H]2CO)[C@H](O)[C@@H](O)[C@@H]1O` gave hcGAS lum -6 and NPYLR7 ag -2.
Screening CC(C)(C)c1cc2nc(-c3ccccc3Cl)cc(C(=O)N3CCN(Cc4ccccc4)CC3)n2n1 returned hcGAS lum 0, NPYLR7 ag -13 and mcGAS inh -4.
For CC(C)C1CN(CCn2ccnc2)CCCN1Cc1ccc(F)cc1 (stereo not given) the results were hcGAS lum -7 and NPYLR7 ag 8.
`O=C(NCc1cccnc1)c1cc(=O)c(OCc2ccccc2)co1` gave hcGAS lum -8 and NPYLR7 ag 1.
CCc1c(C)nn(CC(=O)NCCC2CN(C)CCO2)c1C (stereo not given) was read as hcGAS lum -3, NPYLR7 ag 2 and mcGAS inh -16.
Screening Nc1ncnc2c1nc(Br)n2[C@@H]1O[C@@H]2COP(=O)(O)O[C@H]2[C@H]1O returned hcGAS lum 1 and NPYLR7 ag -8.
`CC(=O)NCc1cccc(-c2ccccc2Cl)c1` gave hcGAS lum -5 and NPYLR7 ag 2.
Screening Brc1ccc2c(c1)C1(CCCC1)CN2 returned hcGAS lum -6 and NPYLR7 ag 10.
COc1ccc(CCn2c(C)c3c(C)nn4cc(C)cc4c3c2C)cc1OC was read as hcGAS lum -7 and NPYLR7 ag -9.
For O=C(NCc1nnc(SCC(=O)N2CCCC2)o1)c1ccco1 the results were hcGAS lum -7 and NPYLR7 ag 11.
Screening CC(NC(=O)C1CC(c2cccc(F)c2)=NO1)c1ccc(F)cc1F (stereo not given) returned hcGAS lum 2 and NPYLR7 ag 3.
CC(C)n1c2c(=O)n(C)c(=O)n(C)c2n2c(-c3ccc(Br)cc3)nnc12 was read as hcGAS lum -6 and NPYLR7 ag 7.
`CCCCOc1ccc(C(=O)Nc2cc(C)nn2-c2nc(C)cc(=O)[nH]2)cc1` gave hcGAS lum 0, NPYLR7 ag -5 and mcGAS inh 0.
Screening O=C(NC1CC1)C1CCCN(c2ncnc3c2nc2n3CCCCC2)C1 (stereo not given) returned hcGAS lum -6 and NPYLR7 ag 2.
CN(Cc1cnc(N)nc1)CC1(O)CCCN(CCc2ccccc2)C1=O (stereo not given) was read as hcGAS lum -5 and NPYLR7 ag 2.
`CN(C)c1ccc(NC(=O)C2CC2)cc1CN(CC1CCCO1)S(=O)(=O)c1ccc(F)cc1` (stereo not given) gave hcGAS lum -5, NPYLR7 ag -5 and mcGAS inh -3.
CC(c1cccc(Cl)c1)N(C)c1ccc(C#N)cn1 (stereo not given) was read as hcGAS lum 3 and NPYLR7 ag -2.
Screening O=C(Nc1ccc(Br)cn1)C1CCCN(Cn2nc(-c3ccc(F)cc3)oc2=O)C1 (stereo not given) returned hcGAS lum -6 and NPYLR7 ag 8.
`COc1ccc(Cl)cc1-c1nc(C23CC4CC(CC(C4)C2)C3)no1` gave hcGAS lum -3 and NPYLR7 ag 2.
Screening CCCc1nnc(-c2cc3ccccc3n2CC(=O)Nc2ccc(OCC)cc2)o1 returned hcGAS lum 3, NPYLR7 ag -2 and mcGAS inh 0.
Screening Cc1c(Cn2ccnc2-c2ccc(Sc3nncn3C)o2)cnn1C returned hcGAS lum 1, NPYLR7 ag 2 and mcGAS inh -1.
`CCCN(CC(=O)N(CCOC)Cc1cccn1C)C(=O)Nc1cccc(Br)c1` gave hcGAS lum -7 and mcGAS inh -5.
Screening Cc1ccccc1NC(=O)COC(=O)CCCn1c(C)csc1=O returned hcGAS lum -11 and NPYLR7 ag 8.
`Cc1nc2n(n1)C(=O)C(C(c1ccccc1Cl)N1CCC(O)CC1)S2` (stereo not given) gave hcGAS lum -7, NPYLR7 ag -3 and mcGAS inh -10.
Screening Cc1nnc(SCCC#N)n(CCC#N)c1=O returned hcGAS lum -4 and NPYLR7 ag 0.
CC1=Cc2nc3ccccc3n2C2(C(F)(F)F)OC(c3ccncc3)=NN12 (stereo not given) was read as hcGAS lum -8 and NPYLR7 ag -5.
O=C(NCc1ccc(Cl)nc1)c1ccc2sc([C@@H]3O[C@H](CO)[C@H](O)[C@H](O)[C@H]3O)nc2c1 was read as hcGAS lum -7, NPYLR7 ag 0 and mcGAS inh -7.
Screening CCCCN(Cc1cccn1Cc1ccccc1Cl)C(=O)C(c1ccccc1)c1ccccc1 returned hcGAS lum 1, NPYLR7 ag 12 and mcGAS inh -4.
Screening CN1CCN(c2ncc(C(=O)N3CCCCC3)s2)C1=O returned hcGAS lum -14 and NPYLR7 ag -1.
`CC(NC(=O)CNC(=O)Cc1ccccc1)c1ccc(Cl)cc1` (stereo not given) gave hcGAS lum -6 and NPYLR7 ag 7.
`COCCCNC(=O)c1n[nH]c2c1CN(C(=O)c1cc(C)cc(C)c1)CC2` gave hcGAS lum -4 and NPYLR7 ag 7.

Compounds as they come. Share with any hit: about 0.29%.
